High-throughput results (PubChem)
PolyA inhibitor: polyadenylation inhibitors in yeast reporter cells, primary screen, luminescence, S. cerevisiae; S. cerevisiae SKY197-pL101 polyadenylation reporter, beta-gal luminescence; efflux-impaired pdr1/pdr3 knockout yeast; score 100 = 6 SD above DMSO; calls only at 12 µM; actives 0.02% (n = 300,000);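 active = lowest replicate activity score at least 50, where 100 means six control SD above control mean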;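 also: yeast exposed to compound for 9 h at 30 °C; higher score means more reporter readthrough which indicates perturbed polyadenylation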
TRPC6 activator: mouse TRPC6 channel activators, primary screen, cell-based, HEK293, membrane potential dye; HEK293-TRPC6 membrane potential dye fluorescence; stronger effect = higher value; B-score at 10 µM; actives 0.13% (n = 310,000);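 active = B-score of the integrated fluorescence ratio above library mean plus 3 SD, and starting fluorescence ratio within library mean plus 5 SD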;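 also: higher score means more depolarization so channel activation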
AI-2 QS mod: Vibrio harveyi AI-2 quorum sensing modulators, primary screen, JMH597 strain, luminescence/OD600 ratio | Vibrio harveyi JMH597 AI-2 luminescence/OD600 ratio, 9 h; stronger effect = lower value; strain lacks LuxN and CqsS sensors; 0 = neutral-control median | actives 0.4% (n = 300,000) | activity change, % at 7.5 µM; in the data active = activity change below about -75%, passing the limit was not always enough;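 also: luminescence divided by OD600 gain over 9 h not by final OD600 alone; inactives centre near 13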
MrgX1 antagonist: antagonists of human MrgX1 receptor, primary screen, HEK293 cells, Fluo-4 calcium flux | Mas-related G-protein coupled receptor member X1 (Homo sapiens), Q96LB2 | BAM8-22 antagonism; stronger effect = lower value | actives 1.3% (n = 310,000) | B-score at 10 µM;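 active = calcium-response B-score plate-corrected more than 3 library SD below zero, starting fluorescence within 5 deviations, no agonist response on first addition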;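 also: peak minus trough fluorescence over baseline after final BAM8-22 challenge near maximal dose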
Target sequence (Q96LB2 whole entry, looked up): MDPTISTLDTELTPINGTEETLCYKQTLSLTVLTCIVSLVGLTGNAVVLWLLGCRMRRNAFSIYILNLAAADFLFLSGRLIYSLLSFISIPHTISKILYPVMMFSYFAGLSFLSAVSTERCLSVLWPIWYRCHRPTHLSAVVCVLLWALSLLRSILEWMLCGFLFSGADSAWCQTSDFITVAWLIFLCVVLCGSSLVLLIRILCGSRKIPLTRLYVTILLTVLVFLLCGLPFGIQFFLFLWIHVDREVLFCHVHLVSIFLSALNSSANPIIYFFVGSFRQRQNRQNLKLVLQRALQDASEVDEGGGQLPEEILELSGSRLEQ
TRPC4 block: inhibitors of mouse TRPC4 channel, primary screen, Fluo4 calcium, HEK293 TRPC4beta/mu-opioid cells; actives 0.39% (n = 300,000); B-score at 10 µM; AID 2247, 2010; Short transient receptor potential channel 4 (Mus musculus), Q9QUQ5; DAMGO-evoked Fluo4 calcium flux; stronger effect = lower value;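 active = B-score over 3 SD under the library average, no early fluorescence shift, positive overall ratio signal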
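material = TRPC4beta/mu-opioid receptor HEK293 cell line | probe or stimulus = sequential submaximal and maximal DAMGO stimulation | compound dosing = one concentration per compound | measured by = Fluo4 Ca2+ flux fluorescence | evaluation = integrated fluorescence ratio relative to baseline, converted to per-well B score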
MrgX1 agonist: agonists of human MrgX1 receptor, primary screen, HEK293 cells, Fluo-4 calcium flux; B-score at 10 µM; Fluo-4 calcium fluorescence, agonist mode; stronger effect = higher value; Mas-related G-protein coupled receptor member X1 (Homo sapiens), Q96LB2; actives 0.44% (n = 310,000); AID 588627, 2011;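 active = calcium response B-score plate-corrected fluorescence ratio at least 3 library SD, with starting fluorescence B-score inside 5 SD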
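System – MrgX1-expressing HEK293 cells · Incubation – cells plated overnight, dye loaded 0.5 h 37 °C, 0.5 h room temperature · Technique – kinetic Fluo-4 NW fluorescence of intracellular calcium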
MrgX1 allo act: positive allosteric modulators of MrgX1, primary screen, HEK293 cells, Fluo-4 calcium flux | FDSS; stronger effect = higher value | Mas-related G-protein coupled receptor member X1 (Homo sapiens), Q96LB2 | B-score at 10 µM | actives 0.63% (n = 310,000);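 active = plate-corrected calcium response at least 3 library SD above typical, normal starting fluorescence, not activating the receptor alone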;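 also: compound read alongside a low EC10 to EC30 dose of BAM8-22 agonist; peak minus trough fluorescence over baseline measured at the second addition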
TRPC4 PAM: positive allosteric modulators of TRPC4, primary screen, cell-based, mouse TRPC4beta, HEK293 mu-opioid, Fluo-4 calcium | actives 0.42% (n = 310,000) | Short transient receptor potential channel 4 (Mus musculus), Q9QUQ5 | DAMGO EC20, Fluo-4 Ca2+ flux; stronger effect = higher value | B-score at 10 µM | AID 2227, 2009;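 active = B-score of calcium response area above 5 SD of library B-scores, with initial fluorescence ratio within 5 SD of library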;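 also: B-score of integrated fluorescence ratio over time as area under calcium response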
TRPC4 agonist: activators of mouse TRPC4 channel, primary screen, Fluo4 calcium, HEK293 TRPC4beta/mu-opioid cells | actives 0.49% (n = 310,000) | B-score at 10 µM | Fluo4 calcium fluorescence; stronger effect = higher value | Short transient receptor potential channel 4 (Mus musculus), Q9QUQ5;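 active = B-score above 5 SD of library B-scores, and initial fluorescence ratio not above library mean plus 5 SD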;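 also: positive B-score marks a calcium rise read as TRPC4 activation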
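Assay system: HEK293 stable line with TRPC4beta plus mu-opioid receptor; schedule: 45 min room-temperature Fluo4 loading, 110 s read; technique: kinetic Fluo4 calcium fluorescence; evaluation: integrated baseline-normalised fluorescence ratio, converted to per-well B score; controls: buffer (low) and maximal DAMGO (high)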
HIF activator: HIF pathway transcriptional activators, primary screen, cell-based, U2OS HRE-luciferase, luminescence | actives 0.32% (n = 300,000) | activation, % at 7.5 µM (by protocol) | U2OS HRE-luciferase reporter; normalized: DMSO 0%, desferrioxamine 100%;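 active = mean activation of at least 10% of the iron chelator positive control signal, with at least half of replicates also reaching 10%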
TRPC6 inhibitor: mouse TRPC6 channel inhibitors, primary screen, cell-based, HEK293, membrane potential dye | Short transient receptor potential channel 6 (Mus musculus), Q61143 | B-score at 10 µM | AID 2553, 2010 | ACh-evoked depolarization; stronger effect = lower value | actives 1.1% (n = 310,000);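 active = B-score under library mean minus 3 SD, initial fluorescence not abnormally high, positive integrated signal ratio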;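 also: B-score derived from integrated fluorescence ratio over the kinetic read; more negative B-score means stronger inhibition of depolarization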
The depositor's hits bear a star; i = inactive; . = no result given. The list is partial; count on the stated rates, not on these rows.

SMILES	PolyA inhibitor	TRPC6 activator	AI-2 QS mod	MrgX1 antagonist	TRPC4 block	MrgX1 agonist	MrgX1 allo act	TRPC4 PAM	TRPC4 agonist	HIF activator	TRPC6 inhibitor
O=C(COc1ccc(C(=O)c2ccccc2)cc1)NC1CCCCCC1	i	i	16	i	i	i	i	i	i	-0.8	i
CCOP(=O)(c1ccccc1)C1(O)CCCCC1 (configuration not stated)	i	i	26	i	i	i	i	i	i	-0.5	i
CN1C(=O)[C@@H]2[C@@H]3C[C@@H]([C@H]4ON=C(c5ccc(Cl)cc5)[C@@H]34)[C@@H]2C1=O	i	i	4	i	i	i	i	i	i	-0.3	i
CC(C)OCCCNCc1cccs1	i	i	1	i	i	i	i	i	i	-0.2	i
O=C(O)/C=C/c1cccc(NC(=O)Nc2ccc([N+](=O)[O-])cc2)c1	i	i	5	i	i	i	i	i	i	0.4	i
O=C(O)Cc1c(-c2ccccc2Cl)c2cc(Br)ccc2[nH]c1=O	i	i	1	i	i	i	i	i	i	-0.1	i
Cc1[nH]c2ccccc2c1C(=O)CN1CCSCC1	i	i	17	i	i	i	i	i	i	0.0	i
COc1ccc(S(=O)(=O)N2CCOC2CNC(=O)C(=O)NCC(C)C)cc1 (configuration not stated)	i	i	15	i	i	i	i	i	i	-0.1	i
CN(C)/C=N/c1cnc(C(=O)c2ccc(Cl)cc2)n1C	i	i	9	i	i	i	i	i	i	2.1	i
CC(C)Oc1ccc(CNC(=O)CC(c2ccccc2)c2cc(Cl)ccc2O)cc1 (configuration not stated)	i	i	42	i	i	i	i	i	i	-0.9	i
CS(=O)(=O)N(Cc1ccc(Cl)cc1)c1ccc(C(=O)Nc2cccnc2)cc1	i	i	19	i	i	i	i	i	i	-0.5	i
NC(=O)C1(N2CCCCC2)CCN(CC(=O)Nc2ccc(Oc3ccccc3)cc2)CC1	i	i	-23	i	i	i	i	i	i	0.2	i
CCOC(=O)c1c(NC(=O)c2cc(C)oc2C)sc(C(=O)Nc2ccc(Cl)cc2)c1C	i	i	15	i	i	i	i	i	i	4.0	i
O=C(N[C@@H](Cc1ccccc1)C(=O)O)c1c(F)c(F)c(F)c(F)c1F	i	i	-6	i	i	i	i	i	i	-0.4	i
Cc1ccc(C)n1-c1ccc(C(=O)/C=C/N(C)C)cc1	i	i	12	i	i	i	i	i	i	-0.6	i
Cc1cccc(C(=O)NCCNC(=O)c2cnccn2)c1	i	i	9	i	i	i	i	i	i	-0.2	i
COc1ccc(C2CC(c3cccs3)=NN2C(=O)CCC(=O)O)cc1OC (configuration not stated)	i	i	.	i	i	i	i	i	i	0.2	i
COCCCN1C(=O)C(=O)/C(=C(/O)c2ccc(C)cc2)C1c1ccccc1 (configuration not stated)	i	i	44	i	i	i	i	i	i	0.2	i
O=C(Cc1c(C(=O)O)[nH]c2ccccc12)NCCN1CCN(c2ccccc2F)CC1	i	i	15	i	i	i	i	i	i	0.1	i
Cc1nnc(SCC(N)=O)n1CC1CCCO1 (configuration not stated)	i	i	10	i	i	i	i	i	i	0.4	i
COc1ccc(S(=O)(=O)N(C)C)cc1NC(=O)c1ccc(OCC(=O)N2CCOCC2)c(OC)c1	i	i	25	i	i	i	i	i	i	-0.4	i
CCOC(=O)C1CCN(CCC(=O)Nc2ccc(C)c(C)c2)CC1	i	i	16	i	i	i	i	i	i	.	i
COCCCn1c(SCC(=O)n2c(C)c(C)c3ccccc32)nnc1-c1ccoc1C	i	i	7	i	i	i	i	i	i	-0.4	i

An excerpt from above in order of heavy-atom count, highest first.
SMILES	PolyA inhibitor	TRPC6 activator	AI-2 QS mod	MrgX1 antagonist	TRPC4 block	MrgX1 agonist	MrgX1 allo act	TRPC4 PAM	TRPC4 agonist	HIF activator	TRPC6 inhibitor
COc1ccc(S(=O)(=O)N(C)C)cc1NC(=O)c1ccc(OCC(=O)N2CCOCC2)c(OC)c1	i	i	25	i	i	i	i	i	i	-0.4	i
NC(=O)C1(N2CCCCC2)CCN(CC(=O)Nc2ccc(Oc3ccccc3)cc2)CC1	i	i	-23	i	i	i	i	i	i	0.2	i
O=C(Cc1c(C(=O)O)[nH]c2ccccc12)NCCN1CCN(c2ccccc2F)CC1	i	i	15	i	i	i	i	i	i	0.1	i
CC(C)Oc1ccc(CNC(=O)CC(c2ccccc2)c2cc(Cl)ccc2O)cc1 (configuration not stated)	i	i	42	i	i	i	i	i	i	-0.9	i
CS(=O)(=O)N(Cc1ccc(Cl)cc1)c1ccc(C(=O)Nc2cccnc2)cc1	i	i	19	i	i	i	i	i	i	-0.5	i
COc1ccc(C2CC(c3cccs3)=NN2C(=O)CCC(=O)O)cc1OC (configuration not stated)	i	i	.	i	i	i	i	i	i	0.2	i
O=C(N[C@@H](Cc1ccccc1)C(=O)O)c1c(F)c(F)c(F)c(F)c1F	i	i	-6	i	i	i	i	i	i	-0.4	i
CCOC(=O)C1CCN(CCC(=O)Nc2ccc(C)c(C)c2)CC1	i	i	16	i	i	i	i	i	i	.	i
Cc1cccc(C(=O)NCCNC(=O)c2cnccn2)c1	i	i	9	i	i	i	i	i	i	-0.2	i
Cc1ccc(C)n1-c1ccc(C(=O)/C=C/N(C)C)cc1	i	i	12	i	i	i	i	i	i	-0.6	i
Cc1nnc(SCC(N)=O)n1CC1CCCO1 (configuration not stated)	i	i	10	i	i	i	i	i	i	0.4	i
